Compound activity: PubChem, several laboratories
TROY signal inh – inhibitors of TROY-dependent NF-kB signaling | Q293 LMP1-TROYcd NF-kB luciferase reporter, 4 h | inhibition, % at 10 µM | 0.98% of 360,000 active | AID 1347056;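 active = compounds whose plate-normalised and pattern-corrected inhibition of the luciferase reporter signal at the single screening dose is 50% or more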
KKLEB tox – reduces viability of KKLEB cystic fibrosis airway cells. activity change (cytotoxicity), % at 5 µM. KKLEB CF airway cells viability, ATPlite luminescence, overnight; active compounds read low; cells stimulated with P. aeruginosa culture filtrate. AID 602141. 0.36% of 360,000 active;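 active = corrected activity change at or below -50% at 5 µM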
TWEAK-Fn14 inh – TWEAK-Fn14 signaling inhibition; TWEAK-stimulated Fn14 reporter cells, luciferase luminescence, 8 h; inhibition, % at 10 µM; 2% of 360,000 active; AID 1159606; in the data active = inhibition above about 50%
CF NFkB block – cystic fibrosis NF-kB activation inhibition; KKLEB NF-kB-GFP reporter, PAF-induced, GFP fluorescence overnight; inhibition, % at 5 µM; 0.86% of 360,000 active; AID 588850;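 active = at least 50% inhibition at 5 µM, scaled per plate between neutral and stimulator controls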;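 note: PAF is a Pseudomonas aeruginosa culture filtrate used as stimulus; plate controls were PAF-stimulated DMSO wells for no effect and unstimulated DMSO wells for full effect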
LRH-1 inv ag – inverse agonists of human LRH-1 (NR5A2). HEK293T StAR-luciferase reporter, LRH-1 transfected, 24 h. 0.13% of 360,000 active. O00482. inhibition, % at 3.6 µM;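 active = inhibition above the mean inhibition of all tested compounds plus 3 SD, cut at about 73% in these data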;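 note: 0% = DMSO wells and 100% = reporter-only cells lacking LRH-1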
C8 TRAIL sens – caspase-8 TRAIL sensitization | NB7+C8 cells + TRAIL, ATPlite viability luminescence | inhibition (viability loss, TRAIL sensitization), % at 10 µM | 1% of 360,000 active | AID 624354;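 active = compounds causing at least 50% loss of cell viability in the single-dose screen, relative to plate controls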
SRC1 inh – human NCOA1 inhibition | AID 588354 | inhibition, % at 3.6 µM | Q15788 | 0.12% of 360,000 active | HEK293 GAL4-SRC1 luciferase reporter, luminescence;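 active = inhibition above the campaign mean plus 3 SD, with each screening campaign given its own cutoff, cut at about 60% in these data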;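 note: 0% = DMSO treated cells and 100% = gossypol at 36 µM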
Target sequence (Q15788 whole entry, looked up, the tested form may be a part): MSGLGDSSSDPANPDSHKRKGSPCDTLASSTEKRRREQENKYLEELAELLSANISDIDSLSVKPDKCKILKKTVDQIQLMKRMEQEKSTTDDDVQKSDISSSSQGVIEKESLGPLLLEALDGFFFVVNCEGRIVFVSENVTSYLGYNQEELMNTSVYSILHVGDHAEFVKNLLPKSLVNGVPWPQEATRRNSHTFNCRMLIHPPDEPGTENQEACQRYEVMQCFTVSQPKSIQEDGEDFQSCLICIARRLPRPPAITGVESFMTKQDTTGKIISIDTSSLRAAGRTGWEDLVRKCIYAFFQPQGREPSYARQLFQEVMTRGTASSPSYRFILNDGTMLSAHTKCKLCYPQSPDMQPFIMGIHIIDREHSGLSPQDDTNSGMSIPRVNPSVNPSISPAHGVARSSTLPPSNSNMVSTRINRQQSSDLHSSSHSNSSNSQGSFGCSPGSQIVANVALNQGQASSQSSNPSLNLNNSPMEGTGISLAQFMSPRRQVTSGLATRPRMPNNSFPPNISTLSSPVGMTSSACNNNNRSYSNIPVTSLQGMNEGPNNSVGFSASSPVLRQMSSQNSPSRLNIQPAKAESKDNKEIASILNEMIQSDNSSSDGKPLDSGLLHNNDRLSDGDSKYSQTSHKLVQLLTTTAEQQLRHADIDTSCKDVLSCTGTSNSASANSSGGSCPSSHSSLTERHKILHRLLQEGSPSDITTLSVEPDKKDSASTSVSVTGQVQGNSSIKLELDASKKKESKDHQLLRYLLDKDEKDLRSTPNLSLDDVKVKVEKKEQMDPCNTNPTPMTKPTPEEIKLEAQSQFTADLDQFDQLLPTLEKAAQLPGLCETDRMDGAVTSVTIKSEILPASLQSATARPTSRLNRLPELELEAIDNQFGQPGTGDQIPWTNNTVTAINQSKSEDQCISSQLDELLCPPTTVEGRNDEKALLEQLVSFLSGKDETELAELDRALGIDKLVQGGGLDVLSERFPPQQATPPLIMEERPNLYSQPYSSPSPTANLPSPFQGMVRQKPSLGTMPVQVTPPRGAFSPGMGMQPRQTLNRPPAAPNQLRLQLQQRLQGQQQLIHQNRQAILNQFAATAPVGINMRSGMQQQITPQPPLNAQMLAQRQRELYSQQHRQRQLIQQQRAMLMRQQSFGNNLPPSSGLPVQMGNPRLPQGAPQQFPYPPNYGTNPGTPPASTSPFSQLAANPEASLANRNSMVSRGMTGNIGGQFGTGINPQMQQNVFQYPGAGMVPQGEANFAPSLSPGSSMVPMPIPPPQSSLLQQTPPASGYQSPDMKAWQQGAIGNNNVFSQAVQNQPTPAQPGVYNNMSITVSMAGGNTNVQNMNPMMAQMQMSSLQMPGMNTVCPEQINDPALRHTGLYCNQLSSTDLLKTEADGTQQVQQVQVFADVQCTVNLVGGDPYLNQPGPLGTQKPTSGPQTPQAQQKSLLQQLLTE
LMP1 NFkB inh – Epstein-Barr LMP1 NF-kappaB reporter inhibition; LMP1-induced NF-kappaB luciferase reporter cells, luminescence; inhibition, % at 12.5 µM; 0.69% of 350,000 active; AID 504558; in the data active = inhibition above about 41%;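 note: 0% = neutral control wells and 100% = reference inhibitor control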
COUP-TFII inh – inhibitors of human COUP-TFII (NR2F2) | AID 686940 | inhibition, % at 8.6 µM | HEK293T NGFI-A luciferase reporter, luminescence | 0.7% of 370,000 active | P24468;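 active = inhibition above a per-plate cutoff, mean inhibition of test wells between control levels plus 3 SD, cut at about 38% in these data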;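 note: cells cotransfected with COUP-TFII expression vector driving the NGFI-A reporter; 0% = median of COUP-TF2 test wells and 100% = reporter-only cells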
NCOA2 inhibitor – human SRC2 (NCOA2) inhibition. Q15596. HEK293 GAL4-SRC2 luciferase reporter, luminescence. inhibition, % at 9 µM. 0.17% of 370,000 active. AID 651957;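 active = inhibition above the mean inhibition of all tested compounds plus 3 SD, set per campaign, cut at about 52% in these data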;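 note: 0% = DMSO treated cells and 100% = cells given Gossypol at 36 µM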
SRC3 inh – inhibits human SRC3 coactivator. 0.17% of 360,000 active. HEK293 GAL4-SRC3 luciferase reporter, luminescence. Q9Y6Q9. inhibition, % at 3.6 µM;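 active = inhibition above a per-campaign cutoff, the mean of all compounds plus 3 SD, cut at about 60% in these data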;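 note: 0% = DMSO-treated cells and 100% = gossypol-treated cells at 36 µM; higher means less SRC3-driven luciferase light from the GAL4 reporter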
Starred values were filed as active, the others as inactive; . = not tested or not shown.

SMILES	TROY signal inh	KKLEB tox	TWEAK-Fn14 inh	CF NFkB block	LRH-1 inv ag	C8 TRAIL sens	SRC1 inh	LMP1 NFkB inh	COUP-TFII inh	NCOA2 inhibitor	SRC3 inh
Cc1c(C(=O)OCC2CCCO2)[nH]c2c1C(=O)CC(c1ccc(N(C)C)cc1)C2 (configuration not stated)	15	6	14	1	17	10	3	14	37*	16	3
CCn1nc(C)c(/C=N/NC(=O)Cn2nnc(N)n2)c1C	-46	-5	-31	1	11	-3	-10	5	7	-1	19
COC(=O)CCCn1cc(CN2CC(N(C)C)CS2(=O)=O)nn1 (configuration not stated)	2	.	13	.	-37	4	.	.	-10	5	.
CCCCc1nc(SCCN2CCOCC2)c2c(=O)n(C)c(=O)n(C)c2n1	-12	-1	14	-2	-1	-2	8	-5	-7	-26	17
CCOc1ccc(NS(=O)(=O)c2ccc(C(=O)NCC(c3ccc(OC)cc3)N3CCCC3)cc2)cc1 (configuration not stated)	-2	4	-3	6	-54	1	-1	-40	4	3	-14
CC(=O)Nc1ccc2c(c1)N(C(=O)CN(C)C)c1ccccc1CC2	-12	3	-19	1	-3	1	9	-8	-8	25	-1
COc1cc(Cl)c(C)cc1NC(=O)[C@@H]1CCCN1C(=O)c1cccs1	-2	13	5	-15	-6	-3	-1	-18	11	15	8
CC(C)Oc1cccc(NC(=O)C2(C)CCN2C(C)C)c1 (configuration not stated)	-7	11	2	-3	-4	3	-14	.	-4	10	-18
NS(=O)(=O)c1cccc(NC(=O)CSc2nnc3n2CCCCC3)c1	7	5	0	10	-10	1	-10	-4	-4	-9	19
Cc1cc(/C(N)=N/OC(=O)c2cccc(Cl)c2)no1	-41	4	-18	-9	-78	8	-54	-23	-3	-41	-41
O=C(CN1C(=O)S/C(=C\c2ccc(Cl)cc2)C1=O)NNC(=O)c1ccccc1O	-9	6	-1	-12	0	-2	3	-4	-11	21	16
CCCNC(=O)COC(=O)c1ccc(Cl)c(S(=O)(=O)N2CCCC2)c1	7	-7	-6	-16	7	-7	12	1	7	-9	4
C/C(CC(=O)Nc1cccnc1)=N/NC(=O)COc1ccc(Cl)cc1Br	-12	5	-8	3	-4	0	-3	-14	-14	10	-2
O=C(NCCCn1cccn1)C1CCC(=O)N(CCc2ccccc2)C1 (configuration not stated)	3	7	2	-14	-5	-22	2	-7	8	-6	5
Cc1ccc(-c2c(C(=O)Nc3ccccc3C)c(C)[nH]c(=S)c2C#N)o1	8	7	10	-9	0	-8	-33	-6	9	-5	10
CC1CCCCC12NC(=O)N(CC(=O)Nc1ccc3c(c1)OCO3)C2=O (configuration not stated)	-1	2	-3	-3	-12	-21	11	-3	-1	17	-18
CC(Sc1nc2nn(-c3ccccc3)c(=O)c-2c2n1CCCCC2)C(N)=O (configuration not stated)	-5	-14	5	2	25	3	-4	0	12	-1	-5
N#Cc1ccc(Cl)cc1NC(=O)COC(=O)c1ccc2c(c1)OCCO2	-4	-5	2	18	-12	-6	-9	-17	0	10	0
O=C(NCCC1=CCCCC1)C1CCN(S(=O)(=O)c2cnc[nH]2)CC1	-2	16	-2	-9	-10	-1	4	-6	6	9	-6
COc1ccc(C(=O)NNC(=S)Nc2ccccc2)cc1	-38	10	-13	3	-140	27	-108	-21	-61	-56	-115
COc1cc(C(=O)NNC(=S)NC(=O)/C=C/c2ccccc2)cc(OC)c1OC	16	-6	-2	8	-15	14	23	13	-2	-43	-4
CC1CC(C)(C)NC(=S)N1CC(=O)N1CCN(Cc2ccccc2)CC1 (configuration not stated)	-16	-2	7	-2	-9	2	2	-1	-2	-7	13
O=C(OCC(=O)N1CCCc2ccccc21)c1ccc(Cl)nc1	4	1	1	-7	3	-12	-9	-2	-8	0	13
CC1=C(C(=O)N(C)C)CC(CC(=O)NCCc2ccccn2)C(=O)N1Cc1ccc(F)cc1 (configuration not stated)	3	3	-1	-8	-6	-18	8	-7	-7	3	-1
Cn1c(N)c(C(=O)COC(=O)C2CCCC2)c(=O)n(C)c1=O	3	1	-3	6	3	-5	-19	-2	-2	-22	12
COc1ccc(OC)c(C(=O)c2coc3ccc(OC(C)=O)cc23)c1	-54	8	-23	8	-17	-2	6	1	21	-3	20
Cc1ccc(/C=N/N2CCN(c3ccccn3)CC2)cc1	-59	7	-22	0	-37	-3	-62	-33	-39	-13	-55
C=CC[N+]1(CC=C)CCOCC1	8	11	3	-5	4	5	2	-7	-6	-28	9
CC(C)Cn1c(-c2ccco2)csc1=Nc1cccnc1	18	0	-1	9	2	15	-4	-6	-6	4	-13
O=C(O)c1ccccc1-c1nnc2c(Cl)cc(C(F)(F)F)cn12	-34	5	0	-14	4	-2	3	2	2	2	5
CN(Cc1ccco1)C(=O)c1cc2c(s1)-c1ccc(Cl)cc1S(=O)(=O)C2	-1	-2	-12	-4	8	1	-22	1	-1	-25	8
CC(C)=CCc1cc(-c2oc3cc(O)cc(O)c3c(=O)c2O)ccc1O	24	15	49	35	-18	-13	3	-18	-7	-12	7
O=C(CSc1nnc(COc2ccccc2)o1)N1CCN(c2ccccc2)CC1	-6	5	3	-18	13	9	-9	0	5	-8	-21
Cc1csc(NC(=O)Cc2ccc(F)cc2)n1	-52	5	-8	-10	-40	9	-41	-18	-18	-10	-52
N=c1c(S(=O)(=O)c2ccc(Br)cc2)cc2c(=O)n3ccccc3nc2n1C1CCCCC1	3	-20	-34	26	-10	5	-10	-10	-25	-19	-8
CCNS(=O)(=O)c1ccc(CCC(=O)N2CCN(c3cccc(Cl)c3)CC2)cc1	11	6	24	0	13	5	1	-8	6	1	-18
CCc1ccc(NC(=O)NCCN2CCCCC2)cc1	10	2	10	-9	3	-10	5	-3	-1	-4	-9
COc1cccc(C(=O)CN(C(=O)c2ccc(Cl)c(Cl)c2)N2C(=O)c3ccccc3C2=O)c1	10	-1	-1	0	8	-18	3	-2	4	1	-12
COc1ccc(C(C)(C)C)cc1NC(=O)C1C2C=CC(C2)C1C(=O)O (configuration not stated)	7	8	7	-8	-10	-8	4	-4	14	-24	0
COc1ccc2c(c1)NC(c1cc(Cl)cc(Cl)c1O)c1cccn1-2 (configuration not stated)	-10	-6	1	-3	13	-5	0	-77	-11	-2	11

3 entries already listed, sorted by molecular weight, low to high:
SMILES	TROY signal inh	KKLEB tox	TWEAK-Fn14 inh	CF NFkB block	LRH-1 inv ag	C8 TRAIL sens	SRC1 inh	LMP1 NFkB inh	COUP-TFII inh	NCOA2 inhibitor	SRC3 inh
CC(C)Cn1c(-c2ccco2)csc1=Nc1cccnc1	18	0	-1	9	2	15	-4	-6	-6	4	-13
CN(Cc1ccco1)C(=O)c1cc2c(s1)-c1ccc(Cl)cc1S(=O)(=O)C2	-1	-2	-12	-4	8	1	-22	1	-1	-25	8
C/C(CC(=O)Nc1cccnc1)=N/NC(=O)COc1ccc(Cl)cc1Br	-12	5	-8	3	-4	0	-3	-14	-14	10	-2

(continued)
SMILES	TROY signal inh	KKLEB tox	TWEAK-Fn14 inh	CF NFkB block	LRH-1 inv ag	C8 TRAIL sens	SRC1 inh	LMP1 NFkB inh	COUP-TFII inh	NCOA2 inhibitor	SRC3 inh
Cc1ccc(NC(=O)C2Oc3ccccc3OC2C)cc1 (configuration not stated)	-20	1	-12	-19	-6	-9	-17	-15	-13	-10	-20
O=S(=O)(NC(=NCCc1ccc(Cl)cc1)c1ccccc1Cl)c1cccs1	-8	0	-10	-13	8	-2	-1	2	-3	11	19
CC1NC(=O)c2cccnc2-n2c1nc1cc(F)c(F)cc1c2=O (configuration not stated)	16	-8	15	22	-2	-7	8	-5	2	-2	-18
O=C(COc1ccccc1F)Nc1nnc(-c2ccncc2)s1	-5	-9	-24	8	-18	16	-11	6	-4	10	6
O=C(Oc1ccnc2cc(Cl)ccc12)N1CCOCC1	-14	-13	11	16	-22	-1	13	6	-32	10	18
C/C(CC(=O)Nc1ccccc1-c1ccccc1)=N\NC(=O)COc1ccc(C)cc1Br	-8	-5	15	16	-3	-1	-1	1	3	-19	8
Cn1c(CNC(=O)CNS(=O)(=O)c2ccc(Br)cc2)cc(=O)n(C)c1=O	-16	16	2	-12	-8	14	7	-3	-5	-7	17
O=C(OCC(=O)N1CCCc2ccccc21)c1cccc(C(F)(F)F)c1	3	-5	-21	23	-10	11	15	4	-10	19	9
CCOC(=O)CCCCCC(=O)Nc1ccc2c(c1)C(=O)N([C@H](C)CO)C[C@@H](C)[C@@H](CN(C)C(=O)CCC(F)(F)F)OCCCC[C@H](C)O2	8	0	-8	13	7	1	-7	8	17	-2	-7
Cc1ccc(S(=O)(=O)CCC(=O)OCc2cc(C)ccc2C)cc1	-2	-9	6	9	5	3	5	-1	2	-24	2
CCN(CCCNC(=O)COc1cc(=O)n(CC)c2ccccc12)c1ccccc1	-7	-13	0	-41	13	-7	-9	1	-19	-3	18
CCC(C)NS(=O)(=O)c1ccc(OCC(=O)Nc2ccc3c(c2)OCCO3)cc1 (configuration not stated)	6	6	-1	-15	-24	-17	17	1	12	-23	6
Cc1[nH]nc2oc(=O)c(CCO)c(C)c12	2	-4	1	17	16	-8	-11	-2	-4	11	-38
CCOC(CNC(=O)C(=O)Nc1cc2c3c(c1)CCN3C(=O)CC2)OCC	-16	-3	-9	0	4	-9	-17	2	-8	8	-27
Cc1onc(-c2ccccc2)c1C(=O)NNC(=O)c1ccccc1O	-4	1	-7	-20	-19	9	6	3	-10	-16	2
CCN(CC)CCN1C(=O)C2C(C(=O)Nc3cc(C)cc(C)c3)C3C=CC2(O3)C1C(=O)NC1CCCCC1 (configuration not stated)	6	-17	13	3	11	6	-16	-6	-6	-31	-1
Cc1cc(C)cc(OCC(=O)OCC(=O)N2CCc3ccccc32)c1	-8	12	0	1	15	19	11	4	6	-9	-2
Cc1c(Br)c([N+](=O)[O-])nn1CC(=O)N1CCN(Cc2ccccc2)CC1	-1	-3	-4	-28	-3	-6	8	5	2	4	-8
CC1(Cc2ccc(C(F)(F)F)nc2)C(=O)Nc2cc(-c3ccccc3Cl)ccc21 (configuration not stated)	8	0	-8	4	-6	17	8	.	8	18	-6
COc1ccc(/C=N/NC(=O)c2cccnc2)cc1COc1ccc([N+](=O)[O-])cc1	31	-11	17	-16	12	16	3	-5	10	-30	12
Cc1occc1C(=O)Nc1nnc(-c2ccncc2)s1	-28	-3	13	12	-53	3	-30	-4	-23	-18	-15
CCC(C)(C)C1CCc2[nH]nc(C(=O)NCCNC(=O)OC(C)(C)C)c2C1 (configuration not stated)	21	-3	-18	8	14	8	-17	3	2	7	6
O=C(O)c1ccccc1C(=O)N1N=C(c2ccccc2)CC1c1ccccc1O (configuration not stated)	-72	2	-15	-14	-54	-8	-38	3	-17	-39	-63
Nc1ccc(Oc2ncccn2)cc1	5	6	-18	-32	9	-17	-16	7	-8	-26	-10
CCOC(=O)C1CCN(CCCSc2ccc(Cl)cc2)CC1	1	2	6	-5	6	3	14	-2	8	-11	6
Cc1cc(C)c(COc2ccc(/C=N/n3c(C)n[nH]c3=S)cc2)c(C)c1	-42	7	-15	10	17	19	5	2	4	-4	12
Cc1ccc(CC(=O)O/N=C(\N)Cc2ccc([N+](=O)[O-])cc2)cc1	-8	10	-1	-3	-8	-3	2	1	-6	11	-2
Cc1cc(C)cc(C(=O)OCC(=O)NCCNC(=O)COC(=O)c2cc(C)cc(C)c2)c1	13	-11	-3	15	-7	3	13	3	16	-14	-9
